# Assay outcomes deposited in PubChem BioAssay by National Center for Advancing Translational Sciences (NCATS).
# AT treatment: qHTS Assay for Identifying a Potential Treatment of Ataxia-Telangiectasia | Potency, µM (highest dose often 57.5 µM), without a hit: at the top dose activation, hits mostly activators | […] A-T fibroblasts, KAP-1 phosphorylation AlphaLISA; neocarzinostatin DNA damage 30 min before lysis | AID 485349, 2010 | hit rate 0.19% among 320,000; also: potency is read from the fitted curve at half-maximal effect; % of control where 0% means no effect; nearly all actives have a fitted effect of over 45% in size
#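 hTERT-immortalized A-T patient fibroblasts ([…]), 500 cells/well in OPTI-MEM, 1% FBS, got compounds for 60 min, then NCS for 30 min at 37C. Lysates were then assayed for phospho-KAP-1 by AlphaLISA (anti-pKAP1 donor, anti-KAP1 acceptor beads), 6 hr at 25C.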
# B2AR arrestin: qHTS assay of beta-arrestin-biased ligands of beta2-adrenergic receptor | Beta-2 adrenergic receptor (Homo sapiens), P07550 | Potency, µM (doses to about 46.1 µM), inactives show at the top dose activation, hits mostly activators | beta-arrestin recruitment to beta2AR, cell-based reporter | hit rate 0.02% among 330,000;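 also: potency is read from the fitted curve at half-maximal effect; 0% = DMSO controls and full agonism = EC100 isoproterenol or metaproterenol; nearly all actives have a fitted effect of over 65% in size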
# p53 reactivator: qHTS assay for re-activators of p53 using a Luc reporter | H1299 p53-A138V BP100-luciferase reporter, luminescence, 24 h | Potency, µM (titrated, usually from 92.2 µM), for inactives: top-dose activity change, positive = activation, actives largely listed as activators | hit rate 0.063% among 320,000; also: potency is read from the fitted curve at half-maximal effect; % of control where 0% means no effect; nearly all actives have a fitted effect of over 45% in size
#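 H1299 (p53-null), stable ts p53-A138V + BP100-Luc; 1000 cells/well, Opti-MEM/10% FBS; cpd 4 pt, 1:5; 24 h, 37 deg C, 5% CO2; detection reagent 10 min RT; luminescence.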
# MLL CXXC-DNA inh: qHTS Fluorescence Polarization Assay for Inhibitors of MLL CXXC domain - DNA interaction. MLL-CXXC / FITC-HOXA9 DNA fluorescence polarization. Potency, µM (highest dose often 115 µM), inactives show at the highest dose activity change, negative = inhibition, most hits filed as inhibitors. hit rate 0.037% among 290,000. AID 2662, 2010; active = well fitted inhibition curve with a large enough effect in the polarisation, with a control signal flat, not every such curve was filed as active; inconclusive = small, poorly fitted or top-dose-only effect, or effect the other way, or a change in a side signal; inactive = no such curve, though single readings can be large or run the other way; the % refers to the polarisation; also: potency is read from the fitted curve at half-maximal effect
#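 Fluorescence polarization: 7 uM MLL-CXXC (stock) preincubated 5 min with compounds, then 50 nM fluorescein-HOX-A9 DNA (stock) added; 30 min ambient. Buffer 50 mM Tris-HCl pH 7.5, 50 mM NaCl, 1 mM DTT, 0.05% BSA.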
# TSG101-PTAP inh: qHTS Assay for Iinhibitors of HIV-1 Budding by Blocking the Interaction of PTAP/TSG101 | Tumor susceptibility gene 101 protein (Homo sapiens), Q99816 | Fluorescence polarization, FITC-PTAP peptide / Tsg101 binding | Potency, µM (series often up to 115 µM), without a hit: top-dose activity change, negative = inhibition, actives largely listed as inhibitors | 340,000 tested, under 10 active; active = well fitted inhibition curve with a large enough effect in the main read-out, with a control signal flat, not every such curve was filed as active; inconclusive = small, poorly fitted or top-dose-only effect, or effect the other way, or a change in a side signal; inactive = no such curve, though single readings can be large or run the other way; also: potency is read from the fitted curve at half-maximal effect; % of control where 0% means no effect
#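 Compounds were pin-transferred onto Tsg101 binding domain (10 uM final) in HEPES pH 7.5 buffer, then FITC-PTAP peptide was added at 50 nM final. After 20 min at RT, polarization reported peptide displacement across a qHTS concentration series.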
# Integrin act MD: qHTS for Activators of Integrin-Mediated Alleviation for Muscular Dystrophy; hit rate 0.064% among 350,000; alpha7betagal myoblasts, beta-gal FDG fluorescence, 48 h; Potency, µM (highest dose often 38.3 µM), inactives show at the top dose activation, most hits filed as activators;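 also: potency is read from the fitted curve at half-maximal effect; 100% = response of the positive control SU9516; nearly all actives have a fitted effect of over 60% in size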
#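 alpha7betagal+/- myoblasts (passage 13, 250/well) treated 48 h at 37C with compounds at 1:260 dilution of DMSO stock. Lysed, then beta-galactosidase activity read as FDG fluorescence (ex 480/em 540) after 30 min, with pre-read for autofluorescence.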
# TRPV1 agonist: HTS Assay for Compounds that Act as Agonists of the Vanilloid Receptor 1; Transient receptor potential cation channel subfamily V member 1 (Homo sapiens), Q8NER1; TRPV1-expressing cells, Fluo-8 calcium influx, agonist mode; activation, % at 8.33 µM; hit rate 0.19% among 320,000; in the data active = activation above about 80%; inconclusive = between about 30% and that limit; also: 0% is about no effect
# Target sequence (Q8NER1 whole entry, looked up): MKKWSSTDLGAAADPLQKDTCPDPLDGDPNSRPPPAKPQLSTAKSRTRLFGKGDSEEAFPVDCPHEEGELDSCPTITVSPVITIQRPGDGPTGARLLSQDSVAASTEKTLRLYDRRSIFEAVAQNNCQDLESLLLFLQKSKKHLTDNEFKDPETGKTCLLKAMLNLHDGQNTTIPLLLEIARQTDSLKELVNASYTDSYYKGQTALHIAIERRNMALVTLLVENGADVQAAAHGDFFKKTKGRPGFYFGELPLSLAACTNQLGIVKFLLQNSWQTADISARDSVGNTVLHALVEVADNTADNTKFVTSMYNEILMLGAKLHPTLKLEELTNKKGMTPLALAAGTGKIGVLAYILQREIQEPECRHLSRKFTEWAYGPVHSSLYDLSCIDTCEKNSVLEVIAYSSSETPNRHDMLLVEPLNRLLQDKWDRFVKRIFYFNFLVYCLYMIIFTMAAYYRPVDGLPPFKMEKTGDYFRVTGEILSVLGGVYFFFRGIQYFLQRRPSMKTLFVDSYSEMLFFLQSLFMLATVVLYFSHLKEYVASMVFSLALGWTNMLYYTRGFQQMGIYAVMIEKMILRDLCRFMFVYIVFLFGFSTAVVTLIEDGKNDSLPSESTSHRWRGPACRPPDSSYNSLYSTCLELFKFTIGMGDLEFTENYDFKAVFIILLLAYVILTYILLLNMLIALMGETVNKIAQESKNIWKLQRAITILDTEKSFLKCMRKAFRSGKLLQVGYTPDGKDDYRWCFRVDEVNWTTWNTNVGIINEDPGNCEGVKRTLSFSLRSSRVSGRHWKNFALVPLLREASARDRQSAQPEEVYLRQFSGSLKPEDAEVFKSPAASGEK
#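 Cells expressing TRPV1 were dye-loaded with Fluo-8 and read kinetically: 10 s baseline, 3 min after compound (agonist portion), then 2 min after EC20 capsaicin (allosteric enhancer portion). Calcium-bound dye fluorescence at 480/520 nm.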
# BRCA1 expr act: qHTS Assay to Identify Small Molecule Activators of BRCA1 Expression | MCF7-BRCA1-FFLuc reporter, luminescence, 48 h; response scale: scaled: vehicle 0%, 10 µM genistein 100% | AID 624202, 2012 | Potency, µM (titrated, usually from 46.1 µM), for inactives: at the highest dose activation, usual class: activators | hit rate 1.1% among 380,000; also: potency is read from the fitted curve at half-maximal effect; nearly all actives have a fitted effect of over 80% in size; some results filed as inactive show a strong effect at the top dose
#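 Luminescence from a BRCA1-driven firefly luciferase in MCF7 cells was read after 48 h compound exposure at 37 C. Data normalized against DMSO and a 10microM genistein activation control, then curve-fitted across the titration.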
# TCR act: Activators of T cell receptors: qHTS campaign; Potency, µM (series often up to 9.22 µM), inactives show at the top dose activation of IL-2 secretion, most hits filed as activators; 330,000 tested, under 10 active; primary human leukocytes, anti-CD3, IL-2 HTRF, 48 h; also: % of control where 0% means no effect
#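 Activity was scored as IL-2 release from primary human leukocytes given only a TCR signal (a-CD3 beads) plus compound for 48 hr. Detection used a two-antibody HTRF format read at 665nm.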
# ELG1 repair inh: qHTS screen for small molecules that inhibit ELG1-dependent DNA repair in human embryonic kidney (HEK293T) cells expressing luciferase-tagged ELG1; hit rate 2.3% among 330,000; Potency, µM (doses to about 46.1 µM), inactives show at the highest dose activity change, negative = inhibition, most hits filed as inhibitors; HEK293T ELG1-luciferase reporter, luminescence, 16 h; DNA damage induced by 5-fluorouridine; AID 504467, 2011; also: potency is read from the fitted curve at half-maximal effect; % is scaled to controls: 0 for no effect and ±100 for the full control effect; nearly all actives have a fitted effect of over 55% in size
#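 In this reporter screen, reduction of luminescence relative to DMSO vehicle indicated activity. Compounds and 5-fluorouridine were added together to 2,000 cells per well, incubated for 16 hr at 37 °C, then developed with ONE-Glo.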
# Active calls of the source: *; ? = inconclusive; · = not tested or not shown; [ ] = another dose, or the depositor's remark. Unless noted, calls follow the shape of the dose curve; as a rule, active = well fitted curve in the direction sought with a large enough effect; inconclusive = small, poorly fitted or top-dose-only effect, or another doubt; inactive = no such curve, though single readings can be large; an effect the other way counts as inactive or inconclusive.
1: C[N+]1(CC(=O)Nc2ccccc2Cl)CCN(C(=O)c2cccs2)CC1
2: O=C(CN1C(=O)c2ccccc2S1(=O)=O)Nc1ccccc1C(=O)NCc1ccco1
3: Cc1ccc(S(=O)(=O)CCC(=O)Nc2sccc2C#N)cc1
4: CS(=O)(=O)NCc1ccc(C(=O)O)cc1
5: CCN(CC(=O)Nc1sc2c(c1C#N)CCC(C)C2)Cc1nc2ccccc2c(=O)[nH]1 (stereo not given)
6: CN(C)c1ccc2nc3c(=O)[nH]c(=O)nc-3n(CC(O)C(O)C(O)CO)c2c1 (stereo not given)

compound no.,1,2,3,4,5,6
AT treatment,2%,·,-2%,1%,-3%,-7%
B2AR arrestin,-0.1%,-0.3%,0.0%,-0.8%,-0.4%,-0.3%
p53 reactivator,1%,2%,22%,0%,-3%,-4%
MLL CXXC-DNA inh,-1%,-1%,·,?,-2%,?
TSG101-PTAP inh,-5%,-3%,0%,-2%,-2%,?
Integrin act MD,-4%,-14%,-47%[inhibitor],-1%,-25%,13%
TRPV1 agonist,0,1,13,3,9,12
BRCA1 expr act,0%,2%,-32%,-24%,-47%,-4%
TCR act,3%,-1%,1%,2%,·,10%
ELG1 repair inh,15%,4%,-4%,16%,13µM*,-1%

# Overlap with the part before: 2 compounds, followed by the next part.
5: CCN(CC(=O)Nc1sc2c(c1C#N)CCC(C)C2)Cc1nc2ccccc2c(=O)[nH]1 (stereo not given)
6: CN(C)c1ccc2nc3c(=O)[nH]c(=O)nc-3n(CC(O)C(O)C(O)CO)c2c1 (stereo not given)
7: Cc1cccc(NC(=O)[C@@H]2CCCN2S(=O)(=O)c2ccc(Cl)cc2)c1
8: O=C(COc1coc(CN2CCN(c3ccccc3)CC2)cc1=O)NCC1CCCO1 (stereo not given)
9: c1ccc(-c2ccccc2OCCCCN2CCCCCC2)cc1
10: CCn1cc(C(=O)N[C@H](C(=O)O)C(C)C)c(=O)c2cc3c(cc21)OCO3
11: O=C(O)C1CC=CCC1C(=O)NCCCCc1ccccc1 (stereo not given)
12: CCCCN1C(=O)/C(=C2\SC(N3CCCCC3)=NC2=O)c2ccccc21

compound no.,5,6,7,8,9,10,11,12
AT treatment,-3%,-7%,0%,4%,0%,-9%,2%,-10%
B2AR arrestin,-0.4%,-0.3%,-0.2%,-0.3%,0.0%,0.1%,-0.3%,0.3%
p53 reactivator,-3%,-4%,3%,7%,0%,-1%,-4%,27%
MLL CXXC-DNA inh,-2%,?,·,·,6%,10%,47%[activator],-4%
TSG101-PTAP inh,-2%,?,-1%,-1%,-2%,-4%,-2%,-3%
Integrin act MD,-25%,13%,-13%,-10%,-63%[inhibitor],-24%,5%,-58%[inhibitor]
TRPV1 agonist,9,12,·,-8,7,-4,3,?
BRCA1 expr act,-47%,-4%,6%,-6%,-45%,2%,16%,?
TCR act,·,10%,0%,·,-1%,4%,·,3%
ELG1 repair inh,13µM*,-1%,-19%,6%,?,-3%,29%,?

13: CC1CCc2c(sc3ncnc(SCC(=O)N(C)C4CCS(=O)(=O)C4)c23)C1 (stereo not given)
14: CCn1c(SCC(=O)Nc2ccc(C)cc2)nc2nc3c(cc2c1=O)CCCC3
15: COc1ccccc1OCC(=O)NC1CCSc2ccccc21 (stereo not given)
16: O=C1COc2ccc(C(=O)CSc3nnc(Cc4cccs4)n3-c3ccccc3)cc2N1
17: O=C(COC(=O)c1ccc(Br)o1)NCCNC(=O)COC(=O)c1ccc(Br)o1
18: COc1cc(OC)cc(-c2nnc(SCC(=O)N(Cc3ccccc3)C(C)(C)C)o2)c1

compound no.,13,14,15,16,17,18
AT treatment,-3%,-2%,-1%,-1%,-11%,5%
B2AR arrestin,-0.3%,-0.8%,-0.2%,-0.5%,0.5%,-0.2%
p53 reactivator,-10%,-24%,6%,0%,4%,-3%
MLL CXXC-DNA inh,·,15%,·,-1%,·,-9%
TSG101-PTAP inh,-6%,0%,-3%,-7%,-4%,-2%
Integrin act MD,-29%,-9%,0%,1%,-30%,-45%
TRPV1 agonist,·,11,11,1,-1,3
BRCA1 expr act,6%,-31%,9%,-34%,-9%,-66%
TCR act,·,1%[46.1 µM],0%,-7%,-1%,-6%
ELG1 repair inh,?,18µM*,17%,?,2%,23µM*

19: COc1cc(SC)ccc1C(=O)NCc1ccc(C)cc1
20: C=CCc1cccc2cc(C(=O)NC(C)(C)C)c(=O)oc12
21: CC1(C(=O)CSc2nc3ccccc3s2)CCC(=O)O1 (stereo not given)
22: COc1ccc(C(=O)Nc2ccnn2C2CCN(Cc3cccnc3)CC2)cc1
23: CC1=NN(Cc2cc(C(C)(C)C)c(O)c(C(C)(C)C)c2)C(=O)C1
24: CCOC(=O)CCC(=O)Nc1ccc(S(=O)(=O)Nc2cc(OC)nc(OC)n2)cc1

compound no.,19,20,21,22,23,24
AT treatment,2%,-4%,-2%,-4%,3%,4%
B2AR arrestin,0.3%,-0.1%,0.6%,-0.2%,-0.1%,-0.6%
p53 reactivator,2%,4%,8%,-4%,27%,·
MLL CXXC-DNA inh,-3%,-1%,7%,21%,1%,-16%
TSG101-PTAP inh,-11%,-4%,-2%,-7%,-1%,1%
Integrin act MD,-2%,-2%,-15%,-25%,35%,-3%
TRPV1 agonist,9,8,1,2,4,-4
BRCA1 expr act,46%,-7%,-1%,-4%,-6%,-10%
TCR act,0%,5%,-24%,-3%,·,4%
ELG1 repair inh,?,10%,?,5%,-10%,-5%

# Results in TSG101-PTAP inh, for six of the compounds above:
entry	canonical_smiles	TSG101-PTAP inh
2	O=C(CN1C(=O)c2ccccc2S1(=O)=O)Nc1ccccc1C(=O)NCc1ccco1	-3%
5	CCN(CC(=O)Nc1sc2c(c1C#N)CCC(C)C2)Cc1nc2ccccc2c(=O)[nH]1 (stereo not given)	-2%
24	CCOC(=O)CCC(=O)Nc1ccc(S(=O)(=O)Nc2cc(OC)nc(OC)n2)cc1	1%
12	CCCCN1C(=O)/C(=C2\SC(N3CCCCC3)=NC2=O)c2ccccc21	-3%
21	CC1(C(=O)CSc2nc3ccccc3s2)CCC(=O)O1 (stereo not given)	-2%
20	C=CCc1cccc2cc(C(=O)NC(C)(C)C)c(=O)oc12	-4%

# The list continues.
25: Cc1ccc(Nc2nc(=O)c3cc([N+](=O)[O-])ccc3s2)cc1
26: CC(C)(C)c1cc(C(=O)NCc2cccnc2)ccn1
27: CN(C)c1ccc(N2C(=O)CC(c3ccccc3)CC2=O)cc1
28: CCc1cc(=O)oc2cc(OCC(=O)N3CCC(C(N)=O)CC3)ccc12
29: CN(C)S(=O)(=O)c1ccc(C(=O)NCC2(N3CCOCC3)CCCCC2)cc1
30: O=C(Nc1ccc(C(=O)N2CCCCC2)cc1)c1cccs1

compound no.,25,26,27,28,29,30
AT treatment,-1%,11%,-4%,0%,-2%,0%
B2AR arrestin,-0.2%,0.2%,0.4%,0.1%,-0.2%,-0.3%
p53 reactivator,10%,-4%,0%,9%,4%,?
MLL CXXC-DNA inh,-10%,-3%,-6%,-5%,·,0%
TSG101-PTAP inh,-11%,-2%,-2%,0%,-1%,-1%
Integrin act MD,20%,0%,-19%,-15%,-4%,-25%
TRPV1 agonist,1,-4,0,0,0,4
BRCA1 expr act,0%,-1%,4%,0%,-15%,?
TCR act,-8%,0%,9%,0%,-3%,4%
ELG1 repair inh,19%,-2%,?,5%,1%,18%

31: CC[C@H](C)/C=C(C)/C=C/C1=CC2=CC(=O)[C@]3(C)OC(=O)[C@@H](C(C)=O)[C@@H]3C2=CO1
32: Cc1cccc(NC(=O)CCN2CCC(C(N)=O)CC2)c1
33: CC(C)(CCO)Nc1ncnc2onc(-c3ccc(F)cc3)c12
34: CCOc1ccc(S(=O)(=O)NCc2cccnc2)cc1

compound no.,31,32,33,34
AT treatment,4%,-1%,-7%,-5%
B2AR arrestin,-0.4%,0.6%,0.2%,-1.1%
p53 reactivator,-2%,1%,-6%,3%
MLL CXXC-DNA inh,20%,-20%,1%,5%
TSG101-PTAP inh,?,-2%,-1%,-6%
Integrin act MD,24%,?,11%,1%
TRPV1 agonist,-1,0,-7,3
BRCA1 expr act,-19%,2%,-25%,-48%
TCR act,5%,·,-5%,-3%
ELG1 repair inh,-6%,-6%,-10%,?
